Compound activity: PubChem BioAssay, several laboratories
bIAP inh – intestinal alkaline phosphatase (bovine) inhibition; inhibition, % at 20 µM; purified bovine IAP, CDP-star luminescence, 30 min; 190,000 tested, under 10 active;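 active = over 50% inhibition of intestinal alkaline phosphatase at 20 µM in the single-dose screen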
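System: Purified bovine intestinal alkaline phosphatase (IAP) enzyme | Input: IAP diluted 1/65,000,000 in the well | Also added: CDP-star chemiluminescent phosphatase substrate, 30 µM final | Dosing: 20 µM single dose | Times: Enzyme reaction for 30 min at room temperature | Detection: Luminescence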
TR-FRET SRC-2 ct – TR-FRET artefact, counter-screen to PPARgamma/SRC-2 agonist assay. active compounds read high. AID 1049. 0.4% of 200,000 active. TR-FRET ratio at 8 µM; in the data active = TR-FRET ratio above about 2000; also: inactives centre near 1500
PPARg SRC3 recr – PPARgamma-driven SRC-3 recruitment agonism. P37231. activation, % at 8 µM. biochemical PPARgamma/SRC-3 coactivator recruitment assay. 0.26% of 200,000 active; in the data active = activation above about 23%;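 also: 0% = DMSO and 100% = reference agonist; some compounds past the cut are filed as inactive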
Target sequence (P37231 whole entry, looked up): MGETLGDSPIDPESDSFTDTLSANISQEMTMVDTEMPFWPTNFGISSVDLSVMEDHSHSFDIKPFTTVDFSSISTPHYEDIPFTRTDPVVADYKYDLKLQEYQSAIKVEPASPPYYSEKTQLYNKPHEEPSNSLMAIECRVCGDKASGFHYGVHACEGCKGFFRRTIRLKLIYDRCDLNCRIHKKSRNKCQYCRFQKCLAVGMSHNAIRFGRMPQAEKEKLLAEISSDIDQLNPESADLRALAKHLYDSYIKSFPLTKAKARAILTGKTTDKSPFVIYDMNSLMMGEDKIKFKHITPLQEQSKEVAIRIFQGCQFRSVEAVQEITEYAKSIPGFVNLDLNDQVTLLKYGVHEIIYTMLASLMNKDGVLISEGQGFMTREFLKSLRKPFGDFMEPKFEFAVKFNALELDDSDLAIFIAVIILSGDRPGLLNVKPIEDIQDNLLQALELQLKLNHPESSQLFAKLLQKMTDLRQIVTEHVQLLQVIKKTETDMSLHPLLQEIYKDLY
bIAP act – increases bovine intestinal alkaline phosphatase activity | purified bovine IAP, CDP-star luminescence, 30 min; active compounds read high; fold of DMSO-control signal, blank-subtracted | activation factor at 20 µM | 0.17% of 200,000 active;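 active = activation factor of 2 or more at 20 µM, a signal rise over negative controls twice the positive control's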
TNAP act hiacc – TNAP (human) activation, high acceptor. activation factor at 20 µM. purified TNAP, CDP-star luminescence, 1 M DEA, 30 min; active compounds read high; 0 = EDTA background, 1 = DMSO-only activity. AID 1136. P05186. 200,000 tested, under 10 active;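 active = activation factor at least 2 at 20 µM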
Target sequence (P05186 whole entry, looked up): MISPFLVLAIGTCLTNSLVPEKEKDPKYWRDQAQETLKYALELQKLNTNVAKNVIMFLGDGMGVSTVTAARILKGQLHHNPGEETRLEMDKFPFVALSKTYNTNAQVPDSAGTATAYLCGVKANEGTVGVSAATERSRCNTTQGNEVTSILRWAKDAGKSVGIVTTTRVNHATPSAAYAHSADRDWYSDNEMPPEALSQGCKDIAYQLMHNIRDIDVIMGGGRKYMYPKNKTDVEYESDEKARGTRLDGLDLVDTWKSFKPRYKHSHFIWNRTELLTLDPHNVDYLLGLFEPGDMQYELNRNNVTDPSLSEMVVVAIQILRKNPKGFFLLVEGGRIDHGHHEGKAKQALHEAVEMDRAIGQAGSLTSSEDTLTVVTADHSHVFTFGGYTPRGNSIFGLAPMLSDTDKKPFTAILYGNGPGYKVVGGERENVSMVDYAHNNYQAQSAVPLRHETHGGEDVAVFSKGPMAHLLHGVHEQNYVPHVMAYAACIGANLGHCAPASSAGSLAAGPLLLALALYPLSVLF
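Control set: EDTA negative control, DMSO positive control / Assay system: human TNAP / Quantity: TNAP 1/800 final / Evaluation: TNAP activation factor scaled between EDTA and DMSO control wells / Measured by: luminescent substrate turnover signal / Compound dosing: one dose, 20 µM / Times: 30 min enzyme reaction at room temperature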
Efa HMGR inh – E. faecalis class II HMG-CoA reductase inhibition; purified E. faecalis HMGR, NADPH absorbance 340 nm kinetic; inhibition, % at 10 µM; 0.41% of 190,000 active;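 active = inhibition above a set limit, the median over all tested compounds plus 3 SD, cut at about 9.5% in these data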;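 also: enzyme runs in reverse so mevalonate oxidation gives rising NADPH absorbance; 0% = complete reaction with DMSO and 100% = background rate lacking mevalonate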
PPARg SRC-1 ag – agonists of human PPARgamma SRC-1 coactivator recruitment; P37231; PPARgamma-SRC-1 coactivator recruitment biochemical assay; activation, % at 8 µM; 0.41% of 200,000 active; AID 631; in the data active = activation above about 19%;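 also: 0% = DMSO and 100% = reference agonist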
TNAP inh hiacc – inhibitors of human TNAP at high phosphate acceptor concentration | 0.03% of 200,000 active | purified TNAP, CDP-star luminescence, 1 M DEA | inhibition, % at 20 µM;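 active = over 50% inhibition of tissue-nonspecific alkaline phosphatase at 20 µM in the single-dose screen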;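 also: plate controls were DMSO wells for no effect and EDTA-quenched wells as full inhibition for full effect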
TNAP inh no acc – TNAP (human) inhibition, acceptor-free conditions; P05186; purified TNAP, CDP-star luminescence, 30 min; inhibition, % at 20 µM; 0.26% of 200,000 active; AID 1012;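 active = tissue-nonspecific alkaline phosphatase inhibition above about 50% at 20 µM in the single-dose screen, limit read from the data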;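 also: 0% = DMSO negative control and 100% = EDTA positive control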
PPARg SRC2 recr – agonists of SRC-2 recruitment by human PPARgamma | P37231 | PPARgamma LBD-SRC-2 recruitment, biochemical | activation, % at 8 µM | 0.34% of 200,000 active; in the data active = activation above about 22%;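 also: 0% = vehicle and 100% = reference agonist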
Numbers without * were called inactive; . = not tested or not shown.

compound	bIAP inh	TR-FRET SRC-2 ct	PPARg SRC3 recr	bIAP act	TNAP act hiacc	Efa HMGR inh	PPARg SRC-1 ag	TNAP inh hiacc	TNAP inh no acc	PPARg SRC2 recr
O=C(CCNC(=O)c1ccccc1Cl)Nc1ccc(Br)c(C(F)(F)F)c1	14	1471	-3	0.9	1	-1	-6	-2	-10	-9
Cc1noc(C)c1CSc1nc2[nH]ncc2c(=O)n1-c1ccccc1	8	1443	1	0.9	1	-9	-6	-1	-12	-11
COc1ccc(-n2c(SCC(=O)N3CCCCC3C)nnc2-c2cccnc2)cc1 (stereo not given)	-10	1543	-19	1.1	1.1	-4	1	-8	1	4
Cc1cc(C)cc(NC(=O)c2cnn(-c3ccccc3)c2C2CCNCC2)c1	-33	1573	2	1.3	1	-5	5	1	-2	2
COC(=O)C1C(=O)C2=C(CC1C)Nc1ccccc1NC2c1cccs1 (stereo not given)	-8	1315	3	1.1	1	-4	4	3	-4	1
O=C(CS(=O)(=O)Cc1ccccc1)Nc1cccnc1	18	1696	4	0.8	1.1	4	-5	-7	-13	15
CC(=O)Nc1ccc(NC(=O)Nc2cccc(C)c2C)cc1	-3	1837	-2	1	1	0	6	0	10	-8
Cc1cccc(N2CC(O)(c3cccs3)[N+]3=C2CCCCC3)c1 (stereo not given)	-7	1446	-1	1.1	1.1	-8	-2	-5	-12	-10
CCCCN=C1NN=C(c2ccc(C)c(C)c2)CS1	-5	1431	1	1.1	1	3	6	-2	-7	2
CCCCN(C)C(=O)c1nc2ccccn2c1CN1CCSCC1	3	1400	1	1	1.1	-2	-8	-8	-11	-2
O=C(CCc1ccccc1)N1CCN(c2ccc([N+](=O)[O-])cc2)CC1	12	1515	-3	0.9	0.9	-5	4	11	6	3
Cc1ccc(NC(=O)COC(=O)Cn2c(C)csc2=O)cc1	4	1581	2	1	1	-2	5	-2	-10	1
COC(=O)C1=C(NC(=O)C(C)(C)C)CCS1	7	1324	-1	0.9	1	-1	1	4	-2	-2
CCc1ccc(-c2cc(C(=O)N3N=C(C(F)F)CC3(O)C(F)F)c3ccccc3n2)cc1 (stereo not given)	9	1569	7	0.9	1	5	1	-4	-19	4
O=c1oc2ccccc2c(O)c1C=NCc1ccccn1	-34	1388	-10	1.3	1	5	-13	-4	29	-4
S=C(NCCc1ccccc1)N1CCCCC1	-4	1389	1	1	1.1	1	-13	-6	-9	-7
COc1ccc(S(=O)(=O)N2CCCC2)c(C)c1C	-2	1390	-3	1	1.1	-1	-5	-8	-1	2
O=C(Nc1ccccn1)c1ccc(Br)c(S(=O)(=O)N2CCCCC2)c1	-16	1581	-1	1.2	1	1	7	-3	-9	-3
Cc1ccc(-n2c(N)c(C#N)c(-c3ccc(Cl)cc3)c(C#N)c2=O)cc1	6	1599	-2	0.9	1	-3	6	-2	-9	8
O=C(O)C1CCCCC1C(=O)Nc1nc(-c2cccs2)cs1 (stereo not given)	6	1671	8	0.9	1	1	1	-3	-9	5
Cc1nnc(SCCN2CCOCC2)n1C	1	1670	3	1	1	-2	8	-4	-11	10
Cc1ccc(Nc2nc3c([nH]2)c(=O)[nH]c(=O)n3C)cc1	-4	1343	-3	1	1	4	11	2	-10	-3
Cc1ccc(N(Cc2cc3ccccc3[nH]c2=O)C(=O)c2cccs2)cc1	27	1651	0	0.7	1	-1	1	2	-7	3
CCc1ccc(OCCCC(=O)O)c(Br)c1	4	1504	0	1	1.1	2	-1	-9	-15	7
CC(CN1CCCCC1)OC(=O)C(C)(c1ccccc1)c1ccccc1 (stereo not given)	-1	1634	-2	1	1	-8	2	3	12	6
Cn1nnnc1SCC(=O)C(C)(C)C	-19	1559	2	1.2	1	-7	2	0	-4	9
O=C(NC1CCCCC1NC(=O)c1cccs1)c1cccs1 (stereo not given)	11	1671	-2	0.9	1	-1	-3	-1	-10	5
O=C1C(=O)N(CCN2CCOCC2)C(c2ccccn2)/C1=C(/O)c1ccc(F)cc1 (stereo not given)	16	1500	-1	0.8	1.1	-6	-5	-6	1	-5
COc1ccc(C(=O)Nc2cc(OC)nc(OC)n2)cc1	3	1865	25	1	1	-9	6	4	-4	7
CCCN(CCC)S(=O)(=O)c1ccc(NC(=O)COc2ccccc2)cc1	16	1500	-5	0.8	1	-4	3	-4	-7	3

Arranged by the number under Efa HMGR inh (low to high): 3 from the list above
Structure,Efa HMGR inh
Cc1cccc(N2CC(O)(c3cccs3)[N+]3=C2CCCCC3)c1 (stereo not given),-8
Cc1ccc(NC(=O)COC(=O)Cn2c(C)csc2=O)cc1,-2
CCc1ccc(-c2cc(C(=O)N3N=C(C(F)F)CC3(O)C(F)F)c3ccccc3n2)cc1 (stereo not given),5

The results go on.
compound	bIAP inh	TR-FRET SRC-2 ct	PPARg SRC3 recr	bIAP act	TNAP act hiacc	Efa HMGR inh	PPARg SRC-1 ag	TNAP inh hiacc	TNAP inh no acc	PPARg SRC2 recr
c1ccc2c(CN3CCCCC3)csc2c1	2	1509	-1	1	1	0	4	-3	-6	9
O=C(Nc1ccc2oc(-c3ccccc3F)nc2c1)c1ncn[nH]1	-37	1553	-4	1.4	1.1	-3	0	-8	-59	3
CCC(C)C(NC(=O)C1CCC(C)CC1)C(=O)NCCCN1CCCCC1CC (stereo not given)	-24	1502	2	1.2	1.1	-1	6	-7	-6	1
CC(=O)c1sc(N)c(C(=O)OC(C)C)c1C	8	1459	-1	0.9	1	-2	-8	2	7	-9
CCn1nc(C(=O)NNC(=O)COc2ccc(OC)cc2)c2ccccc2c1=O	8	1477	2	0.9	1	-5	-3	-2	-164	-2
O=C(CN(CC1CCCO1)C(=O)CNS(=O)(=O)c1ccccc1)NCc1ccccc1 (stereo not given)	-1	1448	-1	1	1	-1	-3	-4	-6	-2
CCCOCC(O)COc1ccccc1C(=O)N1CCOCC1 (stereo not given)	-4	1546	2	1	1.1	-1	1	-6	-11	6
COc1ccc(CNC(=O)/C=C/c2ccc(OCCCF)cc2)cc1OC	-1	1323	-8	1	1	-5	-17	1	-6	-3
CC(NC(=O)C(=O)NN=C1CCCCCCCCCCC1)c1ccccc1 (stereo not given)	4	1506	7	1	1.1	-1	12	-5	-1	2
O=C1CC(N2CCN(c3ccc(F)cc3)CC2)C(=O)N1c1ccc2c(c1)OCO2 (stereo not given)	-23	1454	-1	1.2	1.1	-2	-4	-5	-12	-1
N#Cc1c(N2CCN(C(=O)c3ccco3)CC2)nc(-c2ccccc2)c2c1CCCC2	-6	1397	-1	1.1	1	-3	-4	-5	-10	-8
Clc1ccccc1CN1CCN(CCCc2ccccc2)CC1	22	1649	3	0.8	1	-3	2	-2	-8	10
CCc1ccc(NC(=O)C(=O)NCc2ccccn2)cc1	-3	1554	1	1	1.1	-1	-1	-7	-10	0
O=C(O)c1c(Cl)c(Cl)c(Cl)c(Cl)c1C(=O)N1CCCCCC1	0	1358	3	1	1	-3	-6	0	-10	-9
Cc1ccc(NC(=O)Nc2cccc(C(F)(F)F)c2)nc1	1	1538	0	1	1.1	0	-5	-8	-10	-9
Cc1cccc(Oc2ccc(Cl)cc2N)c1	0	1829	3	1	1	-4	14	-1	-6	5
CCOc1ccc(C)cc1S(=O)(=O)n1nc(C)cc1C	5	1511	0	0.9	1.1	4	-16	-5	-20	-1
O=C(/C=C/c1cccs1)c1ccc(N2CCOCC2)cc1	-2	1329	-1	1	0.9	-4	-4	8	0	-1
CCn1c(=O)c(C(=O)Nc2cccnc2)c(O)c2ccccc21	.	1472	-6	.	.	.	2	.	.	-9
COc1cc2nc(=S)n3[nH]c(COc4ccccc4C)nc3c2cc1OC	-22	1441	8	1.2	1	-7	3	2	-12	7
O=C(NCCN1CCOCC1)c1ccc(CS(=O)(=O)Cc2ccccc2F)o1	4	1695	-9	1	1	-1	3	-1	-11	1
CCn1nc(C(=O)Nc2ccc(S(=O)(=O)Nc3ncccn3)cc2)c2ccccc2c1=O	-4	1341	7	1	1	-5	10	2	-5	2
CC(/C=N/NC(=O)c1sc(N)nc1C)=C\c1ccccc1	2	1704	6	1	1	0	8	-3	-2	8
CCOC(=O)Cn1nnnc1CN(Cc1ccccc1)Cc1cc2cc(CC)ccc2[nH]c1=O	3	1621	0	1	1	-2	-2	-3	-3	-2
CCN(CC)CCCNC(=O)CNC(=S)N(CCCN1CCOCC1)Cc1cccs1	-112	1604	4	2.1*	1	2	2	-2	-109	1
Cc1ccc(OCC(=O)Nc2ccc(S(=O)(=O)N3CCOCC3)cc2)c([N+](=O)[O-])n1	-4	1543	2	1	1	-6	-5	-2	-5	2
Cc1ccc(-c2noc(CCC(=O)NCCN3CCN(Cc4ccccc4)CC3)n2)cc1	-7	1363	1	1.1	1.1	-1	-1	-6	-11	-2
CC1=NN(c2nc(-c3ccccc3)cs2)C(=O)C1N=Nc1ccccc1 (stereo not given)	2	1781	5	1	0.9	3	11	14	-24	5
CC(C)OCCCNC(=S)NNC(=O)C(c1ccccc1)c1ccccc1	-16	1669	-3	1.2	1.1	-6	6	-7	-136	-3
COC(=O)c1[nH]c2ccc(C)cc2c1NC(=O)CN1CCc2cc(OC)c(OC)cc2C1	1	1425	-7	1	1	-1	1	-3	-5	3

Next section:
compound	bIAP inh	TR-FRET SRC-2 ct	PPARg SRC3 recr	bIAP act	TNAP act hiacc	Efa HMGR inh	PPARg SRC-1 ag	TNAP inh hiacc	TNAP inh no acc	PPARg SRC2 recr
Cc1cc(-c2csc(NC(=O)c3cccc(S(=O)(=O)N(C)C)c3)n2)c(C)n1-c1ccccc1	-3	1495	0	1	1	-1	1	1	-4	-4
Nc1cc(OC(=O)c2cccs2)nn1S(=O)(=O)c1ccccc1	4	1480	12	1	0.9	-3	-1	7	-3	9
CC(C)(C)N=C1SCC(C)(/C=N/O)S1 (stereo not given)	6	1494	-8	0.9	1	-6	7	-2	-3	4
CCOc1ccccc1-c1nc2c([nH]1)c(=O)n(C)c(=O)n2C	5	1615	6	0.9	1	-4	-1	-1	-4	12
COc1ccccc1Nc1nc(-c2c(C)[nH]c3ccccc23)cs1	-70	1760	4	1.7	1	3	7	-2	2	2
CCSc1nnc(NC(=O)CSc2nc(CC)nc3c2c(=O)n(C)c(=O)n3C)s1	11	1507	10	0.9	1	-5	7	4	-5	2
Cc1ccc2cc3c(NC(=O)c4cccnc4)nn(C)c3nc2c1	-4	1479	1	1	1	-4	2	-2	-5	-2
O=C(COc1cccc(C(F)(F)F)c1)N1CCN(c2ccc(O)cc2)CC1	2	1524	3	1	1	4	5	-4	-7	6
Cc1ccc(CN(C#N)c2nc(C)cc(C)n2)cc1	9	1542	19	0.9	1	-1	7	1	-3	4
Cc1cc(-c2n[nH]c(=S)o2)c(C)n1-c1ccccc1	12	1555	9	0.9	1	3	6	-4	-8	-3
Cc1ccn2c(NC3CCCCC3)c(C(C)C)nc2c1	0	1765	4	1	0.9	-4	-3	5	-1	12
O=C(COC(=O)c1cc(=O)[nH]c(=O)[nH]1)NCc1ccccc1	-3	1668	6	1	1	-1	0	2	-13	3
